OX1R antag-1: blocks the human orexin 1 receptor; O43613; inhibition, % at 5 µM; CHO/OX1R cells, Fluo-8 calcium fluorescence, orexin A; 330,000 compounds, 0.43% hits; AID 434989;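 active means inhibition above its plate's threshold, mean inhibition of all tested compounds on the plate plus 3 SD, cut at about 37% in these data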;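 further: 0% = orexin A challenge wells and 100% = SB-334867-A antagonist wells; not every result past the cut was called active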
Target sequence (O43613 whole entry, looked up): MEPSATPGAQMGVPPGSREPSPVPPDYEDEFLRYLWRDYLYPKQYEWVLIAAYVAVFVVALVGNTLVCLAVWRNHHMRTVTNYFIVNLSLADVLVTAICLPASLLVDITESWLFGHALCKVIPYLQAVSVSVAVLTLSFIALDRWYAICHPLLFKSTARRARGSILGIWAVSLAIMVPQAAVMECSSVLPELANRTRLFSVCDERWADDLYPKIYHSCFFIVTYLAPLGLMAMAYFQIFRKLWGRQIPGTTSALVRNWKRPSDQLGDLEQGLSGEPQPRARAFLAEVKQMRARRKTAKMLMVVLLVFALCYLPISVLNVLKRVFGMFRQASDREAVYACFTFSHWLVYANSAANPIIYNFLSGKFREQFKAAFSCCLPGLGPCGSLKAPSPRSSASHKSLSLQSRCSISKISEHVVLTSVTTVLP
CHT PAM: allosterically activates the human high affinity choline transporter; Q9GZV3; CHT-expressing cells, membrane potential dye, choline EC20; active compounds read high; LV-AA mutant CHT in HEK293 cells; B-score at 10 µM; 310,000 compounds, 0.49% hits; AID 488977;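 active means initial fluorescence not abnormally high and integrated response B-score, plate-corrected, over 3 SD above library mean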
Target sequence (Q9GZV3 whole entry, looked up): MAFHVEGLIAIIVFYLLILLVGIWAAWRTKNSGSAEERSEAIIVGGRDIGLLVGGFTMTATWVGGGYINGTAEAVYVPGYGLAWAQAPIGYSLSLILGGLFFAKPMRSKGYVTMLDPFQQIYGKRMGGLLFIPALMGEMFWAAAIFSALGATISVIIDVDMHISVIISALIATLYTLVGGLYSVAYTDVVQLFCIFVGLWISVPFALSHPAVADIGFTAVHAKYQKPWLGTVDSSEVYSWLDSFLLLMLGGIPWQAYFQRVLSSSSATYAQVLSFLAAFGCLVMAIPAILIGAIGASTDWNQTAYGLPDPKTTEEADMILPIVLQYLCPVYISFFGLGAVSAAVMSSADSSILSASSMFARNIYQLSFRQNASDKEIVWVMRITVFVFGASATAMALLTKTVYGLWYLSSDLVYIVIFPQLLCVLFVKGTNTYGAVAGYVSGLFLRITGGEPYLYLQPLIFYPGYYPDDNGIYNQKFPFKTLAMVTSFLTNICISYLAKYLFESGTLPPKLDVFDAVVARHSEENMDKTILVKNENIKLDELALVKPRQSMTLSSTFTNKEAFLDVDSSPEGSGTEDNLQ
OX1R antag-2: OX1R (human) antagonism. O43613. 330,000 compounds, 1.8% hits. inhibition, % at 6.6 µM. OX1R-expressing cells, FRET antagonist read-out. AID 485270; in the data active means inhibition mostly above about 38%, no sharp cut-off; inactive means mostly below about 40%;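 further: 0% = agonist challenge alone and 100% = reference antagonist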
Active calls of the source: *; i = inactive; . = not tested or not shown.

SMILES	OX1R antag-1	CHT PAM	OX1R antag-2
COC(=O)C1=C(C)OC(N)=C(C#N)C1c1cccnc1 (centres undefined)	-8	i	21
Cc1cc(=O)oc2c1c(C)nn2-c1ccc(Cl)cc1	-12	i	5
COc1cccc(C(=O)Nc2ccc3c(c2)C(=O)N(CC2CCCO2)C3=O)c1 (centres undefined)	-6	i	32
CCCCN(C)CCn1c(=S)[nH]c2cc(OCC)c(OCC)cc2c1=O	-28	i	14
COc1ccc(NC(=O)N(C)C[C@H]2Oc3c(NS(=O)(=O)c4ccc(OC)cc4)cccc3C(=O)N([C@H](C)CO)C[C@@H]2C)cc1	-29	.	3
CCc1cc([N+](=O)[O-])cc(CC)c1N	-7	i	30
COC(=O)C1=C(C)Nc2sc(C(N)=O)c(N)c2C1c1ccncc1 (centres undefined)	2	i	28
O=C(/C=C/c1ccccc1)N(Cc1cccs1)C1CCS(=O)(=O)C1 (centres undefined)	-12	i	2
Cc1ccc(N2CCN(S(=O)(=O)c3c(C)noc3C)CC2C)cc1 (centres undefined)	-15	i	6
CSc1ccc(CCNS(=O)(=O)c2csc(C(N)=O)c2)cc1	-5	i	10
Cc1cccc(C)c1NC(=O)CSc1nc(-c2ccco2)cc(C(F)(F)F)n1	-40	i	11
CCCCN=C(N)/C(C(=O)OCC)=C(\O)c1ccc(OC)cc1	-32	i	11

The closing 2 records of the part before open the next one.
SMILES	OX1R antag-1	CHT PAM	OX1R antag-2
Cc1cccc(C)c1NC(=O)CSc1nc(-c2ccco2)cc(C(F)(F)F)n1	-40	i	11
CCCCN=C(N)/C(C(=O)OCC)=C(\O)c1ccc(OC)cc1	-32	i	11
Cc1cccc(/C=N\NC(=O)c2sccc2-n2cccc2)c1	-6	i	45
CCOc1c(C=C(C#N)C#N)c2ccccc2n1CC	-29	i	31
Cc1ccc(S(=O)(=O)N2C[C@@H]3CCCC[C@@H]3[C@@H](C)[C@H]2c2cn(Cc3ccccc3)c3ccccc23)cc1	38	.	9
Cc1cc(C(C)(C)C)oc1C(=O)N(CC(=O)NC1CCCC1)c1cccc(C(F)(F)F)c1	56*	i	30
COc1ccc(S(=O)(=O)Nc2ccc(Oc3ncccn3)c(Cl)c2)cc1	-23	i	14
COc1cc(-c2nc(-c3ccccc3)c(-c3ccc(F)cc3)[nH]2)cc2c1OCO2	-16	i	31
COc1cc(OC)cc(C(=O)Nc2nnc(SCC(=O)NCc3ccco3)s2)c1	-11	i	23
Cc1cc(C(=O)Nc2cccc3c2O[C@@H](CN(C)S(=O)(=O)c2ccccc2)[C@H](C)CN([C@@H](C)CO)C3=O)n(C)n1	-16	.	5
Cc1ccc(NC(=O)C2=CCN(S(=O)(=O)c3ccc(F)cc3)CC2)c(C)c1	-31	i	13
COc1ccc(S(=O)(=O)Cc2ccc(C(=O)NCCCN(C)c3ccccc3)o2)cc1	-24	i	14
O=C(O)CCC(=O)Nc1ccc(C(=O)OC2CCCCC2)cc1	-1	i	12
CCOCCCNS(=O)(=O)Cc1ccccc1	-21	i	9
CCOC(CCn1c(SCC(=O)Nc2cc(C)on2)nc2ccccc2c1=O)OCC	-21	i	14
COc1ccccc1CNN	-23	i	10
CC1=NN(c2ccc(C(=O)O)cc2)C(=O)CC1	-11	i	11
Cc1nn(Cc2ccc(Cl)cc2Cl)c(C)c1NC(=O)CCl	-31	i	11
Cc1cccc(-n2cc(CNCCc3nc(C)cc(C)n3)c(-c3cccc(F)c3)n2)c1	-20	i	14
CC[C@H](C)[C@H](NC(N)=O)C(=O)Nc1ccc(OC)c(Cl)c1	0	i	37
COc1ccccc1CNC(=O)CCNS(=O)(=O)c1ccc2[nH]c(=O)oc2c1	-20	i	11
CCOC(=O)COc1cc2c3c(c(=O)oc2cc1C)CCCC3	-16	i	14
COc1ccc(NC(=O)C2CCC(C(C)(C)C)CC2)cc1S(=O)(=O)N1CCCCC1 (centres undefined)	-6	i	11
CCOC(=O)c1c(NC(=O)CSc2nnnn2C)sc(C(=O)N(C)C)c1C	-11	i	2
Cc1ccc(OCc2cc(C(=O)N3CCC(Oc4cccnc4)CC3)no2)cc1C	24	i	28
O=C(NCc1ccc(-n2cccc2)cc1)c1cccc(F)c1	-14	i	24
O=C(CSc1cccc(C(F)(F)F)c1)NCc1ccccc1	-21	i	10
COc1cc(-c2nc3c[n+](CC(=O)c4ccccc4)ccc3n2C)cc(OC)c1OC	-7	i	9
O=C(CN(C(=O)CCC(=O)Nc1nccs1)c1ccc2c(c1)OCCO2)NCc1ccco1	-5	i	19
O=C(CCN1C(=O)/C(=C/c2ccccc2)SC1=S)NCCc1ccc(O)cc1	-13	i	38
CC(C)Nc1oc(-c2cccc3ccccc23)nc1C#N	-20	i	6
O=C(Nc1ccc(Br)cc1)c1cccc(S(=O)(=O)Nc2ccccn2)c1	-22	i	1
O=C1CN(CC(=O)NC2CCCc3ccccc32)CCN1 (centres undefined)	-18	i	-10
O=C(/C(=C(\[O-])c1ccccc1)[n+]1ccc2ccccc2c1)c1ccccc1	-20	i	17
COc1ccccc1N1CCN(C(=O)c2ccc(COc3cccc4c3OC(C)(C)C4)cc2)CC1	-24	i	4
CN(C)c1cccc(C(=O)OCC(=O)NCC2CCCO2)c1 (centres undefined)	-18	i	6
COc1cc(CNC2CCCC2)cc(Cl)c1OCc1ccc(F)cc1	-5	i	9
Cn1c(=O)n(CCCOc2ccc(Cl)cc2)c2ccccc21	-39	i	17
Cc1ccc(CCNC(=O)c2nnn(-c3cc(C)cc(C)c3)c2N)cc1	-21	i	15
O=C(CCNc1ccc(Cc2ccncc2)cc1)c1cccc([N+](=O)[O-])c1	-18	i	39
CCOC(=O)C1(CCCc2ccccc2)CCN(C(=O)Cn2nc(C)nc2C)CC1	-7	i	16
Cc1ccc(CN2CCN(c3cccc4[nH]ccc34)CC2)cc1	-12	i	-5
COc1cc(C(=O)OCC(=O)NC2CCCCCC2)ccc1OCC(C)C	-14	i	9
CCOC(=O)C1(CCOc2ccccc2)CCN(Cc2cccn2-c2ncccn2)CC1	-26	15*	4
COc1ccc(S(=O)(=O)N2CCC(C(=O)NCc3ccccn3)CC2)cc1Cl	3	i	24
Cc1ccc(CSCc2nnc(SCC(=O)N3CCN(c4ccccc4)CC3)n2C)cc1	-14	i	22
OC(COCc1cccs1)CN1CCN(c2cccc(Cl)c2)CC1 (centres undefined)	-22	i	7
CCN(CC)c1ccc(C(=O)OCC(=O)N2CCN(c3ccccc3)CC2)cc1	-12	i	4
C/C(=N/NC(=O)Cc1cccs1)c1ccco1	-4	i	8
CCn1cc(C(=O)N2CCc3ccccc32)c(=O)c2cc(S(=O)(=O)N3CCCCCC3)ccc21	-15	i	4

One compound at a time, as listed above. Order of screens: OX1R antag-1, CHT PAM, OX1R antag-2
Shown for CCOC(=O)C1(CCOc2ccccc2)CCN(Cc2cccn2-c2ncccn2)CC1 → -26, 15*, 4
Shown for C/C(=N/NC(=O)Cc1cccs1)c1ccco1 → -4, i, 8
Shown for Cc1ccc(CCNC(=O)c2nnn(-c3cc(C)cc(C)c3)c2N)cc1 → -21, i, 15
Shown for COc1ccc(S(=O)(=O)N2CCC(C(=O)NCc3ccccn3)CC2)cc1Cl → 3, i, 24
Shown for CCOC(=O)C1(CCCc2ccccc2)CCN(C(=O)Cn2nc(C)nc2C)CC1 → -7, i, 16

(more compounds)
SMILES	OX1R antag-1	CHT PAM	OX1R antag-2
CCOC(=O)c1cc(NC(=O)c2ccc(Cl)cc2)c(=O)oc1-c1ccccc1	-18	i	11
Cc1c(NS(=O)(=O)c2ccccc2)cc(Cl)c(O)c1C	-8	i	27
CC(C)(C)N(Cc1ccccc1)C(=O)COC(=O)c1ccc(Br)o1	-14	.	-1
C[C@]12CCC(=O)C[C@@H]1CC[C@@H]1[C@@H]2CC[C@]2(C)C=CC[C@@H]12	-18	i	13
CCOc1cc(/C=N/NC(=O)CCn2nc(C)cc2C)ccc1O	-7	i	25
CC(=O)c1cccc(OCC(=O)N2CCN(c3ccc(C(F)(F)F)cn3)CC2)c1	-5	i	20
COc1ccc(NC(=O)[C@H](NC(=O)[C@@H]2Cc3ccccc3CN2)c2ccccc2)cc1	-27	i	8
O=C(CC(C(=O)O)c1ccc(Cl)cc1)c1ccccc1 (centres undefined)	-5	i	12
CC1(C)CC(NC(=O)C(c2ccccc2)c2ccccc2)CC(C)(C)N1	11	i	8
Cc1ccc(N2CC(c3nc4ccccc4n3C)CC2=O)cc1C (centres undefined)	-12	i	-7
CN1CCN(Cc2c(O)ccc3c(=O)c(Oc4ccccc4Cl)c(C(F)(F)F)oc23)CC1	-14	i	9
CN(C)CCN(C(=O)CN1C(=O)c2ccccc2C1=O)c1nc2cc3c(cc2s1)OCCO3	-17	i	6
CCCCCCCC(=O)N/N=C/c1ccco1	-20	i	9
COC(=O)c1c(C)oc2ccc(N(C(=O)c3ccncc3)S(=O)(=O)c3ccc4ccccc4c3)cc12	-17	i	19
Cc1ccc(CNC(=O)c2cn(C)c(=O)c3c2c2ccccc2n3C)o1	-27	i	19
COc1ccc(NC(=O)c2cccc(-n3cnnn3)c2)cc1	-14	i	4
COCCOC(=O)C1=C(C)OC(N)=C(C#N)C1c1cc2cccc(C)c2nc1Cl (centres undefined)	-28	i	26
CCOc1ccc(Br)cc1S(=O)(=O)NCc1ccncc1	-8	i	5
Cc1ccc(NC(=O)CN2C(=O)S/C(=C\c3ccc(C(=O)O)cc3)C2=O)cc1	19	i	10
O=C(Nc1ccc2c(c1)OCO2)N1CCN(c2ncc(C(F)(F)F)cc2Cl)CC1	-18	i	15
CCN(CC(=O)Nc1c(F)cccc1F)C(=O)CCSc1ccc(C)cc1	-27	i	14
C=CCc1cccc(/C=N/c2nc3ccccc3n2CC)c1O	3	i	8
COc1ccc(-c2nn(-c3ccccc3)cc2C#N)cc1	-21	i	23
Cc1cccc(N2CC(C(=O)Nc3ccccc3N3CCOCC3)CC2=O)c1C (centres undefined)	15	.	12
CN(C)Cc1nc2c([nH]1)c(=O)n(C)c(=O)n2C	5	i	4
Cc1ccc2c(c1)cc(C)c1nnc(SCC(=O)NCc3ccco3)n12	-37	i	7
CCCCN(CC)CCCNC(=O)c1ccc2c(c1)N(CC)C(=O)c1ccccc1S2(=O)=O	-10	i	7
COc1cccc2sc(Nc3nnc(-c4cccs4)o3)nc12	-6	i	71
Cc1cc(C)n(-c2nncn2/N=C/c2ccccc2F)n1	-11	i	28
O=C(CN1CCN(S(=O)(=O)c2ccc(F)cc2)CC1)NCc1cccs1	-5	i	13
CSc1c(CC(=O)Nc2ccccc2)n(C)c2ccccc12	-31	i	15
CN1CCN(/N=C/c2ccc(Cl)c(Cl)c2)CC1	2	i	19
CC1(C)CC(NC(=S)NCc2ccco2)CC(C)(C)N1	-3	i	17
CC(C)(C)C(=O)NC(=S)Nc1cc(C(=O)O)ccc1Cl	3	i	-2
COc1cc(NC(=O)CCNS(=O)(=O)c2cc(Br)cnc2N)cc(OC)c1	-7	i	33
CC(C)[C@H](NC(=O)c1ccccc1)C(=O)OCC(=O)N1CC(=O)Nc2ccccc21	-11	i	24

Looked up by compound from the list above, four records:
SMILES	OX1R antag-1	CHT PAM	OX1R antag-2
CC[C@H](C)[C@H](NC(N)=O)C(=O)Nc1ccc(OC)c(Cl)c1	0	i	37
Cc1ccc(NC(=O)C2=CCN(S(=O)(=O)c3ccc(F)cc3)CC2)c(C)c1	-31	i	13
COc1ccc(S(=O)(=O)N2CCC(C(=O)NCc3ccccn3)CC2)cc1Cl	3	i	24
COc1ccc(NC(=O)c2cccc(-n3cnnn3)c2)cc1	-14	i	4

(continued)
SMILES	OX1R antag-1	CHT PAM	OX1R antag-2
COc1cccc(N2CCN(C(=O)c3cccc(N4C(=O)NC5CC4(C)Oc4c(OC)cccc45)c3)CC2)c1 (centres undefined)	-23	i	0
CN1/C(=C\C=C(/C#N)C(=O)Nc2ccc(Cl)cc2)C(C)(C)c2ccccc21	-5	i	36
CCCC(c1nnnn1Cc1ccccc1)N1CCC(C(N)=O)CC1 (centres undefined)	-19	i	16
CCC(C)NC(=O)C1CCCCN1S(=O)(=O)c1ccc(F)cc1 (centres undefined)	-13	i	5
CCOC(=O)c1cc2ccccc2nc1C	-12	i	16
O=C(OCC(=O)c1ccc[nH]1)C1=COCCO1	3	.	1
COC(=O)c1ccccc1NC(=O)NCCc1ccc(OC)c(OC)c1	-34	i	7
CCOc1ccccc1NC(=O)CN1C(=O)COc2ccc(C)cc21	-25	i	19
CCC(=O)Nc1c(C)nn(-c2ccc(C)c(C)c2)c1C	-6	i	15
Cc1ccnc(NC(=O)CCCc2ccccc2)c1	-30	i	25
Cc1ccc(C(=O)NCCCNC(=O)Cc2ccc(Cl)cc2)cn1	-3	i	16
O=C(CN1C(=O)c2ccccc2S1(=O)=O)NCc1c(F)cccc1F	-3	i	8
Cc1ccc(CNC(=O)c2cnccn2)cc1	-3	i	-4
COc1ccc2[nH]c(=O)c(CN(Cc3cccs3)C(=S)NCC3CCCO3)cc2c1 (centres undefined)	23	i	16
CCNC(=S)Nc1cccc(Cl)c1C	-6	i	9
CCN(CC)CC1C(=O)N(c2ccc(OC)cc2)C1c1ccccc1 (centres undefined)	-18	i	14
Cn1ccnc1SCc1ccc(Cl)cc1Cl	-8	i	20
Cc1cc(C(=O)Nn2c(-c3ccc(Br)cc3)nc3ccccc3c2=O)ccc1[N+](=O)[O-]	-23	i	39
Cc1cccc(CSc2nc3c(cc2C#N)CCC3)c1	-4	i	7
CCOC(=O)C1CCCN(C(=O)/C=C/c2cccc([N+](=O)[O-])c2)C1 (centres undefined)	-31	i	43
COc1ccc(CCN(C)C(=O)C2CCN(Cc3cccc(OC)c3OC)CC2)cc1OC	-23	i	17
